# PPC-1+TRAIL kill: PPC-1 cancer cell killing with TRAIL present; AID 1443; 220,000 tested, 0.41% active; cell killing (% activity), % at 4 µM; PPC-1 cells + TRAIL, ATPLite viability luminescence;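 active = cell killing above 50% in the first pass at 4 µM, then a duplicate retest at 5 µM averaging 50% or more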;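 note: plate controls were cells with TRAIL plus DMSO for no effect and medium-only wells lacking cells for full effect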
# Mdm2 ligase inh: inhibitors of human Mdm2 E3 ubiquitin ligase; cell-based MDM2 ubiquitination luciferase reporter, 2 h; 0 = plate control, 100 = twice control, blank-subtracted; 210,000 tested, 0.11% active; signal enhancement, % at 5 µM; Q00987;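 active = signal enhancement of 30% or more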;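 note: luminescence tracks abundance of the self-degrading MDM2-luciferase fusion protein; higher signal means inhibition of MDM2 E3 ligase activity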
#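 test system = mammalian cells stably expressing self-ubiquitinating, self-degrading MDM2 E3–luciferase fusion | quantity = 2000 cells/well | incubation = cell settling 4 h, compound treatment 2 h, both 37 °C | signal = luminescence with SteadyLite reagent, 15 min at room temperature | evaluation = % enhancement relative to plate controls after blank subtraction | benchmarks = plate controls and plate blanks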
# EBV gp42 inh: blocks Epstein-Barr virus glycoprotein 42 binding | Fluorescence polarization binding assay, mP read-out | inhibition, % (tested at 21.74 µM) | Q1HVG2 | 220,000 tested, 0.42% active; in the data active = inhibition above about 50%
# Runt-SMMHC FRET: blocks binding of human RUNX1 Runt domain to CBFb-SMMHC; 220,000 tested, 0.74% active; Q01196+Q13951; inhibition, % at 20 µM; Cerulean-Runt/Venus-CBFb-SMMHC FRET ratio 530/480, 1 h;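 active = mean inhibition across duplicate retests at 20 µM reaching about 50%, limit read from the data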;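 note: 0% = DMSO wells and 100% = wells with excess untagged CBFb-SMMHC; inhibitors lower the FRET ratio by blocking Runt binding to CBFb-SMMHC; some results filed as inactive read as strong as hits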
# zfTRPN1 agonist: zebrafish TRPN1 (NompC) channel agonism; AID 1424; 220,000 tested, 0.18% active; HEK293 zebrafish TRPN1-YFP, Fluo-8 calcium fluorescence; 100% = response to 87 µM carbachol; activation, % at 3 µM;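 active = activation above its plate's cutoff, the mean activation of test wells on that plate plus 3 SD, cut at about 19% in these data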;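 note: 0% = DMSO alone and 100% = 87 µM carbachol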
#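 Material – zebrafish TRPN1-YFP in HEK293 cells · Doses – 3 µM single point · Schedule – dye 1 h 37 °C plus 30 min RT · Signal – Fluo-8 calcium fluorescence, excitation 470-495 nm, emission 515-575 nm · Read-out – % activation versus carbachol response · Control set – carbachol high, DMSO low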
# CHOP inhibitor: blocks CHOP induction under ER stress. inhibition, % at 10 µM. CHO-K1 CHOP-promoter luciferase, tunicamycin-induced, 15-18 h. 220,000 tested, 3.8% active;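 active = compounds that reduced the stress-induced luciferase reporter signal by more than about 70% of percent inhibition, limit read from the data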;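 note: 0% = tunicamycin plus vehicle and 100% = wells without tunicamycin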
# p47phox inh: blocks human p47phox regulatory protein of NADPH oxidases; P14598; p47phox/p22phox peptide binding, fluorescence polarization, 2 h; 220,000 tested, 0.53% active; inhibition, % at 24.7 µM; AID 1274;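 active = inhibition above about 30%, limit read from the data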;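 note: 0% = p47phox with labelled peptide and 100% = labelled peptide alone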
# Target sequence (P14598 whole entry, looked up): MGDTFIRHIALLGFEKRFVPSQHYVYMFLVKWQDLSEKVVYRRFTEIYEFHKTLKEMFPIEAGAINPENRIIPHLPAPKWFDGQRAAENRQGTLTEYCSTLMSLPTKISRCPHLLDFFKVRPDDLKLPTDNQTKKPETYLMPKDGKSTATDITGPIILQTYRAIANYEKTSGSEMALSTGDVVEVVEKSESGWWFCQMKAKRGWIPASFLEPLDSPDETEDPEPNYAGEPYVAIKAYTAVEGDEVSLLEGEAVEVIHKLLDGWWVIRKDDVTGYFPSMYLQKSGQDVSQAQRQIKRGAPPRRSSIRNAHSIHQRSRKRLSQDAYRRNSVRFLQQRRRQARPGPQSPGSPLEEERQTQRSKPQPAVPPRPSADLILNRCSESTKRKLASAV
# TNF death inh: blocks TNF-alpha induced death of Jurkat FADD-/- cells. Jurkat FADD-/- TNF necroptosis rescue, ATP luminescence, 24 h; 0 = TNF only, 100 = no-TNF cells. activation (protection from cell death), % at 10 µM. 220,000 tested, 0.068% active;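 active = activation, meaning protection from cell death, of at least 50% relative to plate controls; inactive = activation below 50%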;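 note: necroptosis triggered by 40 ng/mL TNF-alpha added together with compound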
# TRPML3 ag: agonists of human TRPML3 channel; HEK293 TRPML3-YFP, Fluo-8 calcium fluorescence; 100% = the carbachol control signal; activation, % at 3 µM; 220,000 tested, 0.29% active;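 active = activation above its plate's cutoff, the mean activation of the plate's test wells plus 3 SD, cut at about 12% in these data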;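 note: 0% = DMSO only wells and 100% = carbachol wells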
# Target sequence (Q8TDD5 whole entry, looked up): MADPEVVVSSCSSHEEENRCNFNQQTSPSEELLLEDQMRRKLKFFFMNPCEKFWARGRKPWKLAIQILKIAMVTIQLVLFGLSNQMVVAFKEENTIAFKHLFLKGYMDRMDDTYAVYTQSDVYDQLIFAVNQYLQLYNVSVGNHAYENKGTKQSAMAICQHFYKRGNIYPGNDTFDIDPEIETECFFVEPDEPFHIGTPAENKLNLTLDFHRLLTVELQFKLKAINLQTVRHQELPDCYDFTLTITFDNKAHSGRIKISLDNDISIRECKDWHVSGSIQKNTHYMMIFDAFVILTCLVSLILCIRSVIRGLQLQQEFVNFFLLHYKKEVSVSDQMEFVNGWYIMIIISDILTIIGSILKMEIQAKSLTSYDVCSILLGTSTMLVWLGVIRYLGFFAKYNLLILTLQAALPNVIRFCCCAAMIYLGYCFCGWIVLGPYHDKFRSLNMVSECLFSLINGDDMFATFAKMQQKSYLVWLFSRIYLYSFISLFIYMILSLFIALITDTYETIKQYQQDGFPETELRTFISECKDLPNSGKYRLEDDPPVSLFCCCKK
#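 Material: TRPML3-YFP stable HEK293 cells | Dosing: One concentration, 3 µM nominal, 0.3% DMSO | Timing: 125 s total fluorescence read per well | Technique: Fluo-8 calcium dye fluorescence, ex 470-495, em 515-575 nm | Measure: Percent activation from peak-to-basal fluorescence ratio, scaled between DMSO and carbachol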
# An asterisk follows results filed as active; nt = not tested or not shown.
compound	PPC-1+TRAIL kill	Mdm2 ligase inh	EBV gp42 inh	Runt-SMMHC FRET	zfTRPN1 agonist	CHOP inhibitor	p47phox inh	TNF death inh	TRPML3 ag
CC(=O)c1c(C)[nH]c(C(=O)CSc2nnc(-c3ccco3)o2)c1C	11	-16	2	-8	5.3	-17	-49	-1.3	4.1
CCOCCSc1nc2c(c(-c3cccs3)c1C#N)CC/C2=C/c1cccs1	17	-6	22	5	1.0	-9	-60	0.7	1.5
Cc1ccc2c(-c3ccc([N+](=O)[O-])cc3)cc(=O)[nH]c2c1	-22	-5	0	-2	1.9	7	4	0.3	0.4
CCOc1ccc(NCC2CCOC(C)(C)C2)cc1 (centres undefined)	5	-7	-28	6	1.1	-2	-5	1.8	0.8
COc1ccc(Nc2n[nH]c(N)c2C(N)=O)cc1	18	-15	9	2	1.4	4	-2	0.2	0.8
O=C(NCc1ccccc1)c1onc(CSc2ccccn2)c1C(=O)NCc1ccccc1	23	-3	-14	-2	nt	24	-12	0.8	nt
COc1ccc(NC(=O)CCN2C(=O)C3C4C=CC(C4)C3C2=O)cc1 (centres undefined)	9	-10	-6	-1	0.6	-2	-3	1.2	-0.1
COC(=O)c1sccc1NC(=O)Cn1cnc2c1c(=O)n(C)c(=O)n2C	-3	-16	-3	-3	-1.1	52	-7	-0.6	0.2
CCN(CCCNC(=O)C1CCC(=O)N1Cc1ccc(F)cc1)c1cccc(C)c1 (centres undefined)	-8	-12	-3	-2	0.9	6	-12	-5.6	-0.5
C=CCc1ccc(OCC(O)CN2CCN(Cc3ccccc3)CC2)c(OC)c1 (centres undefined)	30	-20	-20	-2	0.0	17	0	-0.3	0.6
O=C(CNc1cccc2ccccc12)N/N=C/c1ccc([N+](=O)[O-])cc1	9	-19	-10	-2	0.9	72*	-4	2.0	1.1
Cc1cccc(-c2noc(-c3ccccc3C(=O)NCc3ccco3)n2)c1	14	-10	3	0	-1.0	-20	-9	-4.9	-1.4
O=C(O/N=C1\CCCCC1c1ccc([N+](=O)[O-])cc1[N+](=O)[O-])c1c(F)cccc1F (centres undefined)	14	-18	5	-4	-1.8	21	-13	-3.3	57*
Cn1c(=O)n(C)c2cc([N+](=O)[O-])c(N3CCN(S(=O)(=O)c4ccc(C(C)(C)C)cc4)CC3)cc21	30	-1	9	-3	2.0	75*	-5	-6.4	-0.8
COc1ccc(OC)c(CN2CCC(C(=O)N3CCOCC3)CC2)c1	6	-8	-10	0	1.8	0	-4	0.9	0.9
COc1ccc2c(C(F)(F)F)cc(=O)oc2c1C	-16	4	-14	-3	-0.1	21	8	-2.5	0.6
CN(CC(=O)NC(=O)NCc1ccco1)CC(=O)Nc1ccccc1Cl	14	-4	-14	-2	0.8	6	0	1.1	0.3
CCOC(=O)C1=C(C)NC2=C(C(=O)c3ccccc32)C1c1cccc2ccccc12 (centres undefined)	16	nt	1	-9	-1.1	58	-8	0.6	-0.2
Cc1ccc(-c2nc3ccccc3n3nnnc23)cc1	6	10	-4	-2	0.2	22	-11	-0.1	0.8
Cc1c(CCO)sc[n+]1CC(=O)OC12CC3CC(CC(C3)C1)C2	26	-9	-9	-1	0.1	16	12	1.5	0.2
Cc1cc(NC(=O)CN2C(=O)NC3(CCCCC3C)C2=O)no1 (centres undefined)	12	-17	-20	-2	0.7	2	6	0.6	0.8
O=Cc1cccn1-c1c(C(=O)O)cnn1-c1ccccc1	-15	-5	-20	-3	0.4	6	-16	-0.4	1.1
N#Cc1c(N)sc(=S)c2c1CCN(Cc1ccccc1)C2	-11	-2	84*	31	nt	19	-10	nt	nt
CCOC(=O)c1cnc(SCCc2ccccc2)nc1N	3	nt	0	-1	-2.1	34	-24	-0.5	-0.5
Cc1ccc(/C=N/n2c(COc3ccccc3)n[nH]c2=S)s1	23	-11	-8	18	-1.2	42	-14	-0.2	-0.7
CCN(CCCNC(=O)c1cn(CC)c2ccc(S(=O)(=O)N(C)C)cc2c1=O)c1cccc(C)c1	1	6	7	-2	-0.1	53	-13	0.2	0.4
Cc1ccc(-c2nc3ccccc3[nH]2)cc1NC(=O)c1ccco1	42	-4	4	1	0.5	23	-8	-1.0	0.0
COc1ccc(C(=O)NNC(=O)CSc2nnnn2C)cc1	14	11	-24	0	0.6	-29	-8	1.7	0.8
Cc1csc(NC(=O)CSc2nnc(-c3ccccn3)n2-c2ccc(C)c(C)c2)n1	-3	-10	-9	3	-2.4	17	-7	-2.1	-0.7
CC1(C)CN(c2ccc(-c3ccnc4ncnn34)cc2)C1=O	-1	3	-13	-4	1.6	19	-2	-3.0	0.6

# Among those listed so far, these have a nitro group on carbon:
compound	PPC-1+TRAIL kill	Mdm2 ligase inh	EBV gp42 inh	Runt-SMMHC FRET	zfTRPN1 agonist	CHOP inhibitor	p47phox inh	TNF death inh	TRPML3 ag
Cc1ccc2c(-c3ccc([N+](=O)[O-])cc3)cc(=O)[nH]c2c1	-22	-5	0	-2	1.9	7	4	0.3	0.4
O=C(CNc1cccc2ccccc12)N/N=C/c1ccc([N+](=O)[O-])cc1	9	-19	-10	-2	0.9	72*	-4	2.0	1.1
O=C(O/N=C1\CCCCC1c1ccc([N+](=O)[O-])cc1[N+](=O)[O-])c1c(F)cccc1F (centres undefined)	14	-18	5	-4	-1.8	21	-13	-3.3	57*
Cn1c(=O)n(C)c2cc([N+](=O)[O-])c(N3CCN(S(=O)(=O)c4ccc(C(C)(C)C)cc4)CC3)cc21	30	-1	9	-3	2.0	75*	-5	-6.4	-0.8

# The list continues.
compound	PPC-1+TRAIL kill	Mdm2 ligase inh	EBV gp42 inh	Runt-SMMHC FRET	zfTRPN1 agonist	CHOP inhibitor	p47phox inh	TNF death inh	TRPML3 ag
CCNS(=O)(=O)c1ccc(NC(=O)c2c(-c3ccccc3)noc2C)cc1	-7	-11	-9	2	0.5	25	-3	0.8	0.8
CCN(CC)c1ccc(C(=O)OCC(=O)Nc2cccc(S(=O)(=O)NC3=NCCCCC3)c2)cc1	5	-27	-14	-4	1.3	38	-16	4.5	-0.1
C=CCc1c(C)nc(C)nc1N/N=C/c1ccc([N+](=O)[O-])cc1	-9	-2	0	-1	1.2	-2	-12	2.2	0.2
O=C(CSCc1ccccc1)Nc1ccccc1C(=O)Nc1ccc(C(=O)O)cc1	-5	-1	-3	-5	3.1	-20	-5	5.9	1.0
N#Cc1c(NCCO)ccc([N+](=O)[O-])c1NCCO	14	-4	-11	-1	3.2	15	-12	-0.1	1.0
Cc1ccc(OCC(=O)Nc2cccc(-c3nnc(-c4ccccc4)o3)c2)cc1	19	-7	-14	-2	1.0	52	-12	-5.2	0.5
FC(F)(F)c1cc(-c2ccccc2)nc(NCC2CCCO2)n1 (centres undefined)	-2	0	-13	4	0.3	65	-16	1.0	0.1
Cc1ccccc1OCCCC(=O)Nc1ccc(Br)cc1	11	-10	9	-4	0.5	96*	-18	-2.1	0.6
Cc1ccc(S(=O)(=O)N(CC(=O)N/N=C/c2ccco2)Cc2ccccc2)cc1	7	-14	-9	-2	-1.4	60	4	-3.0	-0.8
Cc1cc(C)cc(NC(=O)COC(=O)c2cc(=O)[nH]c(=O)[nH]2)c1	41	10	5	2	1.5	12	11	0.9	0.4
CC(C)Cn1c(=O)c2c(nc3n2CCS3)n(C)c1=O	-10	-13	-4	-3	2.8	13	-1	0.1	0.3
CC(Cc1ccccc1)C(=O)N[C@@H](CO)Cc1ccccc1 (some centres undefined)	21	nt	-17	-2	0.1	-4	-6	1.0	-0.3
C=CCNC(=O)c1cc(Cl)cc(Cl)c1	-4	-14	-8	5	0.2	20	2	0.2	0.5
O=C(O)c1cccc(N/C(=N\S(=O)(=O)c2ccccc2)c2ccccc2)c1	6	-10	0	-3	0.9	7	2	-0.4	0.6
Cc1ccc(Cl)cc1NC(=O)N[C@@H](CC(C)C)C(=O)O	-5	-7	-1	-1	-0.5	11	2	1.7	-0.4
Cc1ccc2nc(SCC(=O)c3ccc(Cl)s3)[nH]c2c1	29	4	-20	1	-1.9	71*	-34	-0.4	-1.0
Cc1ccc(-c2noc(=O)n2CC(=O)c2ccc(Cl)cc2)cc1	19	10	-8	-2	-1.5	53	-10	2.5	0.0
O=c1c2cnn(-c3ccccc3)c2ncn1Cc1ccccc1	-6	-5	-3	1	0.2	24	10	2.0	0.4
Cc1nccc(-c2cccc(NC(=O)Nc3ccc(Cl)cc3)c2)n1	23	-15	-8	-2	7.7	-1	0	2.9	5.5
CCOc1ccc(NC(=O)CC2SC(N)=NC2=O)c([N+](=O)[O-])c1 (centres undefined)	11	-7	-10	0	0.3	-9	1	-0.8	0.0
CCN1CCN(C(=O)c2ccccc2N(C)S(=O)(=O)c2ccc(C)cc2)CC1	-10	-9	-12	-2	-0.4	17	2	-1.0	-0.1
Cc1ccc(C2=[N+]([O-])C(C)N(O)C2(C)C)o1 (centres undefined)	-3	-25	-8	-1	0.0	-18	3	1.4	0.9
COc1ccc(C(=O)NNC2=NC(C)(C)Cc3ccccc32)cc1	4	-11	-3	1	-1.0	15	-1	1.9	-0.5
C=CCNC(=S)Nc1ccc2nc(C)oc2c1	19	0	0	0	0.9	-7	-7	-0.1	0.9
Cc1noc(C)c1C(=O)NCCc1ccc(Cl)cc1	40	-7	-4	1	0.4	42	-17	-2.1	0.8
COc1ccccc1-c1nc(-c2ccc(Br)cc2)no1	-1	-1	-22	0	-1.8	9	-8	3.1	0.1
Cc1ccc(NC(=S)NC(=O)CC2CC(C)(C)OC2=O)cc1 (centres undefined)	6	-12	6	0	0.7	12	3	1.3	0.8
O=C1CCN(C2CCN(Cc3nc(Cc4ccccc4F)no3)CC2)CCN1	27	-13	-7	0	-0.2	17	-6	1.0	-0.3
O=C(COC(=O)CNC(=O)c1ccc(Cl)cc1Cl)Nc1ccc(N2CCOCC2)cc1	12	7	1	-1	-0.4	-4	3	-1.4	1.8

# In the list so far, these have a CF3 group.
compound	PPC-1+TRAIL kill	Mdm2 ligase inh	EBV gp42 inh	Runt-SMMHC FRET	zfTRPN1 agonist	CHOP inhibitor	p47phox inh	TNF death inh	TRPML3 ag
COc1ccc2c(C(F)(F)F)cc(=O)oc2c1C	-16	4	-14	-3	-0.1	21	8	-2.5	0.6
FC(F)(F)c1cc(-c2ccccc2)nc(NCC2CCCO2)n1 (centres undefined)	-2	0	-13	4	0.3	65	-16	1.0	0.1

# High-throughput results from PubChem.

# This is a random part of the collection. Share with any hit: about 5.9%.
